Assay outcomes deposited in PubChem by several laboratories.
MEX-5 binding – C. elegans MEX-5 TCR-2 RNA binding activity; Q9XUB2; MEX-5/FITC-TCR2 RNA binding, fluorescence polarization; stronger effect = lower value; activity score (negative = inhibition of binding), % at 10 µM; hit rate 0.38% among 300,000; AID 1832;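 active means inhibition past about -25% in most replicates, and total fluorescence under double the plate's negative control median, limit read from the data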;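 further: 0% = DMSO and -100% = 5 µM competing unlabeled TCR2 RNA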
ZTA counter – counter-screen for EBNA-1 inhibitors: inhibitors of Epstein-Barr virus ZTA; P03206; ZTA-DNA binding, fluorescence polarization; inhibition, % at 11 µM; hit rate 0.15% among 320,000; AID 2234; in the data active means inhibition above about 33%
Target sequence (P03206 whole entry, looked up): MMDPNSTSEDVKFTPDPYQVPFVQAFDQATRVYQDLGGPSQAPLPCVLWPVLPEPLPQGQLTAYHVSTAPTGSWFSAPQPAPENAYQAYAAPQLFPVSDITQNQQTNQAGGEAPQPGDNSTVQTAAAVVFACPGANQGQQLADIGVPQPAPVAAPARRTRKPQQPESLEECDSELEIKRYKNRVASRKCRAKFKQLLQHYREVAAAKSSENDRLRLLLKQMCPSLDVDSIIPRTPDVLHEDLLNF
Efflux pump mplx – inhibitors of Candida antifungal efflux pumps expressed in yeast; S. cerevisiae Candida pump triplex, Nile Red efflux; inhibition, % at 10 µM; hit rate 0.44% among 330,000; AID 485275;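 active means plate passing quality check with inhibition over a set limit, or well fluorescence over plate mean plus 4 SD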;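 further: Nile Red retained in pooled yeast measured as flow cytometry median fluorescence; 0% = buffer negative control and 100% = Enniatin B positive control; higher means more Nile Red kept so more efflux inhibition; some compounds called inactive have numbers as strong as hits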
CR mimetic SO – caloric restriction mimetics inhibiting age-related superoxide in yeast; S. cerevisiae aged cells, superoxide DHE fluorescence; stronger effect = lower value; superoxide response (% of plate mean), % at 10 µM; hit rate 0.18% among 330,000;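 active means superoxide response under a set limit, about three screen SD below normal, cut at about 65% in these data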;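 further: yeast aged for seven days with compound at 30 °C before DHE staining; 100% = average MFI of all compound-treated wells on the plate with controls excluded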
Bcl-xL primary – inhibitors of human Bcl-xL; inhibition, % at 10.9 µM; hit rate 0.7% among 320,000; GST-Bcl-xL / FITC-Bim BH3 peptide fluorescence polarization; AID 2129; Q07817;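 active means inhibition above the mean of all tested compounds plus 3 SD, cutoff set per campaign, cut at about 30% in these data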;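 further: 0% = DMSO wells and 100% = unlabeled Bim-BH3 peptide competitor; inhibitors lower millipolarization by displacing the labeled peptide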
Target sequence (Q07817 whole entry, looked up): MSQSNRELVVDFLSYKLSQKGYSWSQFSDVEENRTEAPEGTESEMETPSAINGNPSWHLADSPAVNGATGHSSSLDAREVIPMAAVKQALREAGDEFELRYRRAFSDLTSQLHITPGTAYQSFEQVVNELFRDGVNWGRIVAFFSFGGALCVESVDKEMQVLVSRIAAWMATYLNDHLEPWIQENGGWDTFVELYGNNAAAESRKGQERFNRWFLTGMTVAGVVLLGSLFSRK
MCL1 BIM primary – disrupts human MCL1 binding to BIM-BH3 peptide; Q07820; GST-MCL1 / FITC-Bim-BH3 fluorescence polarization; inhibition, % at 10.9 µM; hit rate 0.68% among 320,000; AID 2057;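 active means inhibition above the mean inhibition of all tested compounds plus 3 SD, set per campaign, cut at about 40% in these data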;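 further: 0% = DMSO wells and 100% = unlabeled Bim-BH3 peptide control; higher means more loss of mP so more displacement of Bim peptide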
Target sequence (Q07820 whole entry, looked up): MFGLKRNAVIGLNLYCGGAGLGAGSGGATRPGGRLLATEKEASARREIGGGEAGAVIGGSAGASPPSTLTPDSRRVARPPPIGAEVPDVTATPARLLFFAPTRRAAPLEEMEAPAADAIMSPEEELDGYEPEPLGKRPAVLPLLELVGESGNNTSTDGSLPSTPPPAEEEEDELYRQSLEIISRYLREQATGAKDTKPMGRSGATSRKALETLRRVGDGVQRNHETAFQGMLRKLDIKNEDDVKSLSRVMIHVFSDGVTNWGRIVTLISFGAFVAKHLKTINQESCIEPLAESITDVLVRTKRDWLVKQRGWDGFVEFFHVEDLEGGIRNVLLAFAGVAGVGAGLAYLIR
GLD-1 TGE inh – GLD-1-TGE RNA interaction inhibition (C. elegans); Q17339; purified GLD-1 + fluorescein TGE RNA, fluorescence polarization; inhibition, % at 5.96 µM; hit rate 0.44% among 320,000;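 active means percent inhibition above a per-plate cutoff, the plate mean of test compounds plus 3 SD, cut at about 30% in these data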;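 further: 0% = DMSO wells with GLD-1 and probe and 100% = wells lacking GLD-1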
Fam108B inh – counter-screen for RBBP9 inhibitors: inhibitors of mouse Fam108B. recombinant Fam108B, FP-Rh probe fluorescence polarization. inhibition, % at 9.51 µM. hit rate 0.33% among 300,000. AID 1947;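 active means inhibition above the screen mean inhibition plus 3 SD, computed separately per campaign, cut at about 18% in these data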;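 further: inhibitors lower polarization as less probe binds the enzyme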
EBNA-1 inh – blocks EBNA-1 binding to DNA; hit rate 0.34% among 300,000; EBNA-1 DNA binding, fluorescence polarization; AID 1950; inhibition, % at 14.8 µM; in the data active means inhibition above about 28%
* marks the source's active call; other numbers are inactive results; / = not tested or not shown. Not a hit list; overall some 2.3% were active at least once.

#	SMILES	MEX-5 binding	ZTA counter	Efflux pump mplx	CR mimetic SO	Bcl-xL primary	MCL1 BIM primary	GLD-1 TGE inh	Fam108B inh	EBNA-1 inh
1	CC(=O)NCC1(O)CCCC(C)C1 (stereo not drawn)	0.4	-15	-0.1	127	2	3	-2	2	0
2	O=C(CCC1CCCN(C(=O)c2cccnc2)C1)NCc1ccccc1F (stereo not drawn)	-2.6	-6	-0.1	106	3	-8	7	2	-4
3	CCNC(=O)O/N=C(\C)c1sc(-c2ccc(Cl)cc2)nc1C	2.2	1	0.1	102	2	-9	2	-5	0
4	Cc1ccc2nc(C)cc(N/N=C/c3cccc(O)c3)c2c1	-1.8	-3	-0.2	89	-49	-35	-21	5	1
5	CCC(C)[C@H](NC(=O)OC(C)(C)C)C(=O)N/N=C/c1ccc2cc(OC)ccc2n1 (stereo partly drawn)	-1.0	5	-0.4	103	3	8	-1	-1	-4
6	COc1cccc(OCCSc2nnc3sc4ccccc4n23)c1	1.0	5	0.0	98	6	11	3	0	10
7	O=C(NCCCl)Nc1cccc(Br)c1	2.0	2	0.0	89	0	-2	0	6	6
8	N#CCO/N=C(\c1ccccc1)c1ccncc1	1.1	-6	0.2	128	1	-2	5	4	-4
9	COCCn1c(C)cc(C(=O)CN2C(=O)NC3(CCCCCCC3)C2=O)c1C	1.1	-18	-0.1	111	6	-3	4	1	0
10	COc1cccc(N2CCN(c3ncnc4c3cnn4-c3ccc(C)cc3C)CC2)c1	0.4	-3	-0.1	106	4	2	13	1	3

(list continues)
#	SMILES	MEX-5 binding	ZTA counter	Efflux pump mplx	CR mimetic SO	Bcl-xL primary	MCL1 BIM primary	GLD-1 TGE inh	Fam108B inh	EBNA-1 inh
11	CCOC(=O)c1sc2c(c1C)C(c1cccs1)C1=C(CCCC1=O)N2 (stereo not drawn)	-1.4	1	-0.1	93	5	6	15	-4	-5
12	O=C(CSc1nc(-c2ccc(F)cc2)cc(C(F)(F)F)n1)Nc1ccc2c(c1)OCO2	-1.6	-2	0.0	98	3	0	4	-4	17
13	COc1ccc(N2CCN(S(=O)(=O)c3ccc(C(=O)NC4CCCC4)cc3)CC2)cc1	-0.4	-9	-0.2	85	3	-4	6	-4	-8
14	Cc1cccc(NC(=O)CN2C(=O)CNC2=O)c1	-3.7	2	0.0	106	-2	-5	6	-3	6
15	COc1ccccc1CN1C(=O)c2ccncc2C1=O	2.3	4	0.2	137	4	14	7	-2	17
16	CCOC(=O)Cc1csc(NC(=O)CN(C)S(=O)(=O)c2ccc3c(c2)CCC(=O)N3)n1	/	-10	-0.5	99	7	2	10	3	3
17	Cc1c(N2C(=O)/C(=C/c3ccccc3)SC2=S)c(=O)n(-c2ccccc2)n1C	-1.9	-15	-0.2	90	2	8	-4	-2	-5
18	COc1cc(-c2cn(S(=O)(=O)c3cccc4nsnc34)nc2N)cc(OC)c1OC	-1.9	-19	0.2	95	7	6	4	6	-4
19	COc1cccc(NC(=O)c2ccncc2)c1	-0.1	-12	-0.1	106	5	7	-3	-3	-13
20	CC(=O)N1c2ccc(S(=O)(=O)N3CCCC(C(=O)Nc4ccc(C)cc4C)C3)cc2CC1C (stereo not drawn)	2.3	6	-0.6	95	-6	-7	-2	0	-1

Compound profiles (already shown). Values in the order: MEX-5 binding, ZTA counter, Efflux pump mplx, CR mimetic SO, Bcl-xL primary, MCL1 BIM primary, GLD-1 TGE inh, Fam108B inh, EBNA-1 inh
O=C(NCCCl)Nc1cccc(Br)c1 is listed as 2.0, 2, 0.0, 89, 0, -2, 0, 6, 6
CCOC(=O)Cc1csc(NC(=O)CN(C)S(=O)(=O)c2ccc3c(c2)CCC(=O)N3)n1 is listed as /, -10, -0.5, 99, 7, 2, 10, 3, 3

Continued:
#	SMILES	MEX-5 binding	ZTA counter	Efflux pump mplx	CR mimetic SO	Bcl-xL primary	MCL1 BIM primary	GLD-1 TGE inh	Fam108B inh	EBNA-1 inh
21	O=C(CSc1cccc[n+]1[O-])Nc1cccc(S(=O)(=O)NC2=NCCCCC2)c1	-0.5	-3	0.0	103	3	4	-1	-2	3
22	Cc1cc2c(NCCc3ccccc3)ncnc2s1	-1.0	-12	-0.1	94	-1	2	2	4	-6
23	O=C(/C=C/c1ccc(Cl)c([N+](=O)[O-])c1)c1ccc(O)cc1	2.2	11	0.1	90	2	2	2	-3	-13
24	Cc1ccccc1N1CCN(C2CCCN(C(=O)c3ccnn3C)C2)CC1 (stereo not drawn)	-1.1	13	-0.1	102	6	2	3	-1	3
25	COCCN(C(=O)COC(=O)CCSc1ccc(F)cc1)c1c(N)n(Cc2ccccc2)c(=O)[nH]c1=O	-1.1	-2	0.1	103	0	-12	3	1	-5
26	Cc1cc(C(=O)OCC(=O)N2CC(C)CC(C)C2)c(C)o1 (stereo not drawn)	0.8	5	-0.1	78	5	1	4	0	6
27	O=C(O)/C=C/c1cccc(OCc2ccccc2)c1	-0.3	-1	0.0	83	1	0	-7	-1	-2
28	N/C(Cc1ccc(Cl)cc1)=N\OC(=O)c1ccc2ccccc2c1	1.2	-13	0.0	112	0	-6	0	-1	13
29	O=C(NCCc1ccccc1)c1ccc(Br)o1	1.1	-1	-0.1	91	4	4	-2	4	1
30	COc1ccc(Cc2[nH]n3c(=O)c(Cl)c(C)nc3c2-c2ccccc2)cc1	0.9	-2	-0.1	93	4	8	-4	3	5

New compounds follow:
#	SMILES	MEX-5 binding	ZTA counter	Efflux pump mplx	CR mimetic SO	Bcl-xL primary	MCL1 BIM primary	GLD-1 TGE inh	Fam108B inh	EBNA-1 inh
31	CCCNC(=O)c1ccc(N2CCC3(CC2)CC(c2ccccc2)=NO3)c(NC(=O)c2cccc(C)c2)c1	-2.6	9	-0.2	98	6	4	2	-13	-7
32	O=C(NCc1ccc2c(c1)OCO2)c1c(F)c(F)c(F)c(F)c1F	1.6	-27	0.0	95	-4	-5	9	-2	0
33	CCN1CCN(c2nc3c(C)cccn3c(=O)c2/C=C(\C#N)C(=O)NC)CC1	-0.8	4	0.1	97	5	9	-6	-2	3
34	Cc1c(C(=O)C(C)C)n(C)c2ccccc12	-1.0	4	-0.3	82	-2	-3	-7	-1	8
35	O=C(CSc1nncn1-c1ccccc1)N1CCCC1	-1.7	5	-0.1	105	0	-1	-8	0	-6
36	COc1ccc(/C=C2\SC(=O)N(CCNC(=O)C3CC4C=CC3C4)C2=O)cc1 (stereo not drawn)	0.1	4	0.1	108	2	8	6	-1	4
37	COc1ccc(N=Cc2ccc(-c3ccccc3)o2)cc1	-0.1	5	0.0	81	5	8	6	-3	-2
38	CCOC(=O)c1c(NC(=O)C2CC=CCC2C(=O)O)sc(C)c1CC (stereo not drawn)	-1.4	4	0.0	114	6	1	5	-1	2
39	O=C(Nc1ccc(C(=O)N2CCCCC2)cc1)c1ccccc1Cl	-2.1	-1	0.1	101	2	3	2	1	-11
40	Cc1ccc(CN2CCSc3ccc(C(=O)NCCCN4CCOCC4)cc32)cc1	-0.4	-2	0.0	104	3	6	1	-1	-5

(cont.)
#	SMILES	MEX-5 binding	ZTA counter	Efflux pump mplx	CR mimetic SO	Bcl-xL primary	MCL1 BIM primary	GLD-1 TGE inh	Fam108B inh	EBNA-1 inh
41	CCOC(=O)c1cnc2c(C)cccc2c1Nc1cccc(C(=O)O)c1	-3.3	1	-0.1	94	2	1	0	-2	1
42	COCCOC(=O)C1=C(N)OC2=C(C(=O)CCC2)C1c1cccnc1 (stereo not drawn)	/	-1	0.1	119	-1	-4	0	-5	-8
43	CN(C)CCCN(C(=O)c1ccc(S(=O)(=O)N2CCCCCC2)cc1)c1nc2c(F)cccc2s1	-0.2	7	-0.2	100	3	-1	-1	0	-1
44	OCCCc1nc2ccccc2[nH]1	2.1	10	-0.1	103	5	-2	-2	2	4
45	COC(=O)C1NN=C(C(=O)c2ccc(Br)cc2)C1c1cccc(Br)c1 (stereo not drawn)	-3.8	13	0.2	94	4	-2	-2	-2	-6
46	COCCCNC(=O)/C(C#N)=c1\s/c(=C\c2ccccc2OC(F)F)c(=O)n1CCCOC	34	-6	0.0	103	-8	-28	0	-1	5
47	O=S(=O)(Nc1cccc(-c2nnco2)c1)c1ccc(F)cc1F	0.0	-18	0.0	122	2	-2	-1	1	-3
48	O=C(CSc1nnc(SCc2ccccc2Cl)s1)N/N=C/c1c[nH]c2ccccc12	0.8	5	0.1	110	4	4	5	13	-5
49	O=C(Cn1nnc(-c2ccc(Cl)cc2)n1)NC1CCN(Cc2ccccc2)CC1	0.1	0	-0.1	104	5	6	-5	1	-2
50	COc1ccc(/C=N/n2c(SC)nnc(C(C)(C)C)c2=O)cc1	3.6	8	0.1	94	-1	2	2	3	-11

Additional entries.
#	SMILES	MEX-5 binding	ZTA counter	Efflux pump mplx	CR mimetic SO	Bcl-xL primary	MCL1 BIM primary	GLD-1 TGE inh	Fam108B inh	EBNA-1 inh
51	Cc1ccc(S(=O)(=O)NCc2n[nH]c(=S)n2C)cc1	1.1	-6	0.0	111	2	5	7	4	-14
52	O=C(CSCC(=O)N1CCN(c2ccccc2)CC1)Nc1nc(-c2ccc(Cl)s2)cs1	1.4	-3	-0.2	123	0	0	-5	-9	7
53	COc1cccc2cc(C(=O)N(C)C3CCN(C)CC3)c(=O)oc12	0.0	-1	-0.1	99	2	5	2	-1	0
54	CC(C(=O)Nc1ncc([N+](=O)[O-])s1)N1C(=O)c2ccccc2S1(=O)=O (stereo not drawn)	-2.0	-14	0.0	94	14	8	8	-2	0
55	Cc1ccc(N=Cc2cc(C)n(C3CCCC3)c2C)cc1	0.5	-4	1.3	101	5	12	12	-4	-4
56	CCC(C)[C@H](NC(=O)[C@H](Cc1ccccc1)n1c(=O)[nH]c2ccccc2c1=O)C(=O)NCC1CCC(C(=O)O)CC1 (stereo partly drawn)	1.8	-3	-0.2	103	-1	1	0	4	8
57	CC(=O)c1ccc(NC(=O)C(Cc2ccccc2)n2cccc2)cc1 (stereo not drawn)	/	-9	-0.2	96	4	6	3	-1	-2
58	CCc1ccc(NC(=O)COc2cccc(-n3cnnn3)c2)cc1	1.4	-8	-0.1	104	3	4	4	5	-5
59	NS(=O)(=O)c1ccc(N/N=C/c2ccccc2Br)cc1	-0.9	13	-0.1	99	6	3	5	4	15
60	Cc1cccc(N2CCN(C(=O)c3ccnn3C)CC2)c1C	-0.8	-4	0.3	104	4	4	0	2	-7
61	O=C(O)CC(NC(=O)C(F)(F)F)c1ccc2c(c1)OCO2 (stereo not drawn)	-1.3	3	0.0	102	2	1	-6	1	-8
62	O=C(CN1C(=O)c2ccccc2C1=O)NCc1ccccn1	0.1	8	-0.1	93	-1	1	9	5	13
